# NPSR antag – antagonists of human neuropeptide S receptor cAMP signaling | CHO-NPSR cells, cAMP TR-FRET, antagonist mode | AID 1461 | Potency, µM (doses to about 38.3 µM), for inactives: top-dose activity change, negative = inhibition, usual class: inhibitors | actives 1% (n = 220,000) | Q6W5P4; further: potency means the concentration at half of the fitted maximal effect; on the % scale 0 is the no-effect control and ±100 the full control effect; nearly all actives have a fitted effect of over 50% in size; many of its hits are not listed in these tables
# L3MBTL1 inh – inhibitors of human L3MBTL1; Q9Y468; AID 485360; actives 0.66% (n = 230,000); AlphaScreen L3MBTL1–H3K9me1 peptide binding; Potency, µM (highest dose often 57.1 µM), without a hit: top-dose activity, negative = inhibition, actives largely listed as inhibitors; further: potency means the concentration at half of the fitted maximal effect; on the % scale 0 is the no-effect control and ±100 the full control effect; nearly all actives have a fitted effect of over 60% in size
# Target sequence (Q9Y468 whole entry, looked up): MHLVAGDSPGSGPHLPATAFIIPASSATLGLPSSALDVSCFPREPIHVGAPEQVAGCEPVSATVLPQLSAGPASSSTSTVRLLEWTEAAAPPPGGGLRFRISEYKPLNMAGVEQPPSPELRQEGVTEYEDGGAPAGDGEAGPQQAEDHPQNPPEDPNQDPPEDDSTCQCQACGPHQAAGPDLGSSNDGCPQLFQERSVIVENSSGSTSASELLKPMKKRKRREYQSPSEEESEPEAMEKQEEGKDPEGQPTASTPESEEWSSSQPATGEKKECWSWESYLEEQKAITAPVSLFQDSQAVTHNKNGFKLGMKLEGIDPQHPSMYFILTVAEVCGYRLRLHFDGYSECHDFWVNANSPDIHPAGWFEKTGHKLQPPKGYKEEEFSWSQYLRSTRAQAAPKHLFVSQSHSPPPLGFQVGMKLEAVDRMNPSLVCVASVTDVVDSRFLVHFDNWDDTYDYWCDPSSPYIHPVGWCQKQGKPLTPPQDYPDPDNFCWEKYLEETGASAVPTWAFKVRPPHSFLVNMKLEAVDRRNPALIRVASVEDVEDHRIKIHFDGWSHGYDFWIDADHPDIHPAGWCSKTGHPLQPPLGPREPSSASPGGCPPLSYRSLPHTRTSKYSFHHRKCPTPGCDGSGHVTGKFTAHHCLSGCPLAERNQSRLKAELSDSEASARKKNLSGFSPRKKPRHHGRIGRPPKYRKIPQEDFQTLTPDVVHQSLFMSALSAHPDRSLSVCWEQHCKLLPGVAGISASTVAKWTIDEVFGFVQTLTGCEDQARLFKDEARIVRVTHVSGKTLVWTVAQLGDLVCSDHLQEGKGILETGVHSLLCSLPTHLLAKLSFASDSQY
#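 First, the protein-peptide complex forms for 30 min at room temperature (L3MBTL1 50 nM, biotinylated H3K9me1 peptide 75 nM). Next, compounds are pin-transferred and incubated 30 min. Finally, AlphaScreen beads are added and read after 30 min.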
# Luc counter – blocks Kinase-Glo luciferase, a counter-screen artifact | Kinase-Glo luciferase, ATP luminescence, 8 min | Potency, µM (series often up to 38.3 µM), without a hit: top-dose activity change, negative = inhibition, usual class: inhibitors | Q27757 | AID 1379 | actives 0.28% (n = 200,000); further: potency means the concentration at half of the fitted maximal effect; on the % scale 0 is the no-effect control and ±100 the full control effect; nearly all actives have a fitted effect of over 60% in size
#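 Kinase-Glo luciferase light output from ATP and luciferin was measured with 10 uM ATP, within the enzyme's linear range. Buffer: 50 mM imidazole pH 7.2, 50 mM KCl, 7 mM MgCl2, 0.01% Tween 20, 0.05% BSA; luminescence read after 8 min at ambient temperature.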
# HTT aggregate – mutant huntingtin aggregation inhibition | Potency, µM (titrated, usually from 46.1 µM), for inactives: at the highest dose activity change, negative = inhibition, most hits filed as inhibitors | actives 1.1% (n = 220,000) | AID 1688 | PC12 HttQ103-GFP aggregates, Acumen cytometry, 40 h; further: potency means the concentration at half of the fitted maximal effect; on the % scale 0 is the no-effect control and ±100 the full control effect; nearly all actives have a fitted effect of over 60% in size
#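 Huntingtin Q103 exon 1–GFP aggregates in induced PC12 cells (100 nM tebufenozide) were quantified by cytometry from lysates, with compounds dosed in titration.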
# Epigenetic derep – derepresses silenced GFP reporter in murine cells. actives 0.2% (n = 280,000). AID 1865. murine LDR cells, GFP reporter derepression, 30 h. Potency, µM (titrated, usually from 53.9 µM), inactives show top-dose GFP activation, usual class: activators; further: potency means the concentration at half of the fitted maximal effect; % of control where 0% means no effect; nearly all actives have a fitted effect of over 60% in size
#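 Murine LDR cells carrying a silenced, genomically integrated CMV-driven GFP reporter were exposed to compound for 30 hours at 37 C. After PBS washes, GFP-positive cells (20–120 um objects) were counted by laser-scanning microplate cytometry.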
# IMPase Li inh – IMPase inhibition in cells with lithium potentiation; AID 1457; actives 0.35% (n = 210,000); CHO-M1 cells, IP1 TR-FRET (IP-One), carbachol + lithium; Potency, µM (titrated, usually from 59.4 µM), inactives show at the highest dose activity, negative = IMPase inhibition, usual class: inhibitors;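 further: IP1 builds up when IMPase is blocked and the TR-FRET signal falls; potency means the concentration at half of the fitted maximal effect; plate controls were basal vehicle for no effect and high inhibitor control for full effect; nearly all actives have a fitted effect of over 50% in size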
#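 CHO-M1, 2000 cells/well, 16–30 h culture; cpd + low Li+, 30 min 37C; lysis with d2-IP1/Eu-anti-IP1 Ab, 10 min RT; TR-FRET 665/620 ratio and 620 channel; AC50 via Hill.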
# CBFb-RUNX1 inh – CBF-beta/RUNX1 interaction disruption. Q01196+Q13951. AlphaScreen CBFb-His/RUNX1-biotin binding, biochemical. Potency, µM (series often up to 59.8 µM), for the others: top-dose activity, negative = inhibition, usual class: inhibitors. 230,000 tested, under 10 active; further: % of control where 0% means no effect
#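 Interaction loss through any mechanism counts as activity. Pre-formed complex of His-CBF-beta and biotin-RUNX1 (30 nM apiece) is incubated with compound 15 min, then with 50 ng nickel and 50 ng streptavidin beads for 90 min before AlphaScreen detection.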
# Starred values were filed as active, the others as inactive; ? = inconclusive; nt = no result given; & = joins results of further samples; [ ] = dose if it differs, or a comment. The call rests on the fitted dose curve; in most records, active means well fitted curve in the direction sought with a large enough effect; inconclusive means small, poorly fitted or top-dose-only effect, or another doubt; inactive means no such curve, though single readings can be large; an effect the other way counts as inactive or inconclusive. Only part of the results is shown; rates above refer to the full screens.
1. CC1CC[C@]2(NC1)OC1CC3C4CC=C5CC(O)CC[C@@]5(C)C4CC[C@]3(C)C1C2C (some centres undefined)
2. CN1CCC(O)(c2ccccc2)C2CCCC21 (centres undefined)
3. Cc1ccc(C[N+](C)(C)C)o1
4. CCOC(=O)c1c(C)n(C(C)C)c2ccc(OC(=O)c3ccc(N4C(=O)CCC4=O)cc3)cc12
5. COc1ccc(-n2c(Cc3cccc([N+](=O)[O-])c3)nc3ccccc3c2=O)cc1
6. CNc1ccc(C(=O)CC(O)CCC(C)C2OC(=O)CC(O)CC(=O)CC(O)CC(O)CC(O)CC(O)CC3(O)CC(O)C(C(=O)OC)C(CC(O[C@@H]4OC(C)C(O)C(N)C4O)/C=C/C=C/C=C/C=C/C=C/C=C/C=C/C2C)O3)cc1 (some centres undefined)
7. O=C(NCc1cccnc1)C(Cl)(Cl)Cl
8. CC(C(N)=O)N1CC(c2ccccc2)CC1=O (centres undefined)
9. CC1CN=C(Nc2ccc(N(C)C)cc2)S1 (centres undefined)
10. COCC(C)OC(=O)c1c(N)n(Cc2ccco2)c2nc3ccccc3nc12 (centres undefined)
Assay by compound,1,2,3,4,5,6,7,8,9,10
L3MBTL1 inh,nt,25%[11.4 µM],nt,-7%,-5%,nt,3%,-2%,-9%,nt
HTT aggregate,nt,5%,nt,26%,1%,-28%,7%,2%[9.22 µM],-13%,nt
IMPase Li inh,-4%,21%[38.3 µM],38%&-9%&8%[activator],5%,6%,14%,0%,16%[38.3 µM],nt,nt
Luc counter,-1%,2%,-4%&2%,-1%,2%,-5%,1%,-2%,nt,nt
Epigenetic derep,3.7%,-2.1%,0.8%&-1.3%&1.6%,4.4%,0.0%,?,-1.9%,-3.3%,-7.2%,-1.1%
NPSR antag,nt,-3%[46.1 µM],nt,7%,-9%,nt,5%,6%[46.1 µM],?,-6%
CBFb-RUNX1 inh,9%,3%,12%,-13%,-16%,1%,5%,-1%,0%,11%

11. CC(C)[C@@]1(NC(=O)[C@@H]2C[C@H]3c4cccc5[nH]cc(c45)C[C@@H]3N(C)C2)O[C@]2(O)[C@H]3CCCN3C(=O)[C@H](Cc3ccccc3)N2C1=O
12. Cc1cccc(NC2=NCCCS2)c1C
13. NC(CCP(=O)(O)O)C(=O)O (centres undefined)
14. O=c1[nH]c(O)c(N=Nc2ccc(S(=O)(=O)N3CCOCC3)cc2)c(=O)[nH]1
15. O=C(Nc1cccc(OC(=O)N2CCCCC2)c1)N1CCOCC1
16. Cn1c(N2CCNCC2)nc2ccccc21
17. CC1(C)N([O-])[N+](=O)C1(C)Br (centres undefined)
18. CCC(=NCCC(c1ccccc1)c1ccccc1)c1c(O)[nH]c(=O)[nH]c1=O
19. O=C1NC(=O)N(c2ccccc2)C(=O)/C1=C\c1ccccc1[N+](=O)[O-]
20. Cc1cc(OC(=O)N(C)C)n(-c2ccccc2)n1
Assay by compound,11,12,13,14,15,16,17,18,19,20
L3MBTL1 inh,nt,nt,nt,-16%,5%,nt,nt,-4%,1%,6%
HTT aggregate,nt,-17%,nt,-5%,3%,13%,nt,?,-2%[9.22 µM],5%[9.22 µM]
IMPase Li inh,11%,41%[activator][38.3 µM],?,9%,-8%,11%[38.3 µM],-2%,12%,nt,nt
Luc counter,1%[17.1 µM],0%,-2%,-1%,-2%,-5%,-20%,-3%,nt,nt
Epigenetic derep,-1.0%[16.9 µM],9.5%,-0.1%&5.3%,4.0%,-0.5%,-5.8%,-1.3%,-1.3%,0.1%,-0.1%
NPSR antag,nt,3%[46.1 µM],-7%[46.1 µM],12%,11%,-1%[46.1 µM],nt,-15%,-5%,-13%
CBFb-RUNX1 inh,-17%[21.7 µM],5%,6%&28%,-6%,4%,5%,16%,4%,-2%,-4%

21. CN1[C@@H]2CC[C@H]1CC(OC(=O)c1cc(Cl)cc(Cl)c1)C2 (some centres undefined)
22. COc1ccc(N2C(=O)NC(=O)/C(=C\c3ccc([N+](=O)[O-])s3)C2=O)cc1
23. Nc1ncnc2c1ncn2[C@@H]1O[C@@H]2CO[P@](=O)(S)O[C@H]2[C@H]1O
24. CC(C)[C@@]1(NC(=O)[C@@H]2C[C@H]3c4cccc5[nH]cc(c45)C[C@@H]3N(C)C2)O[C@@]2(O)[C@H]3CCCN3C(=O)[C@H](Cc3ccccc3)N2C1=O
25. CC(=O)Nc1ccc2c(c1)CC1(C(=O)N(C)C(=O)N(C)C1=O)C1CCCN21 (centres undefined)
26. C1CC2NCCC3NCCC(N1)N32 (centres undefined)
27. COc1ccc(/C=C2\C(=N\O)C3CCN2CC3)cc1
28. CCCCCCCCn1sccc1=O
29. CCCCn1c(=O)c(C=Nc2ccc(Cl)cc2)c(O)n(Cc2ccco2)c1=O
30. c1cncc(C2CCCCN2)c1 (centres undefined)
Assay by compound,21,22,23,24,25,26,27,28,29,30
L3MBTL1 inh,nt,22µM*,nt,nt,3%,nt,12%,-6%,-8%,-1%
HTT aggregate,nt,-13%,nt,nt,3%,-6%[9.22 µM],12%,nt,6%,-13%[9.22 µM]
IMPase Li inh,33%[activator],8%,23%,19%&5%,16%[38.3 µM],nt,8%,27%,17%,-2%&-1%
Luc counter,2%,-5%,-13%[39.9 µM],2%&1%,-3%,nt,1%,nt,-4%,-3%
Epigenetic derep,-0.8%,?,-0.1%,-0.2%&5.3%,0.7%,0.3%,-0.8%,nt,0.0%,0.8%&-1.3%&-0.3%
NPSR antag,nt,-36%,nt,nt,0%[46.1 µM],23%,6%[46.1 µM],nt,-21%,-11%
CBFb-RUNX1 inh,11%[21.7 µM],-23%,-8%,5%&0%[21.7 µM],1%,2%,2%,-3%[21.7 µM],-1%,17%&6%

31. COc1ccc2[nH]c3c(c2c1)CCN=C3C
32. O=C(c1ccc(CS(=O)(=O)c2ccc(Br)cc2)o1)N1CCC2(CC1)OCCO2
33. O=C(O)/C=C\C(=O)O
34. O=C1NC(=O)N(c2ccccc2)C(=O)/C1=C/c1ccc(Sc2ccccc2)o1
35. CCOC(=O)CN1C(=O)CC(C[C@@H](O)C2C[C@@H](C)C[C@H](C)C2=O)CC1=O (some centres undefined)
36. O=C1/C(=C/c2ccc3c(c2)OCO3)N2CCC1CC2
37. O=C(c1c[nH]cc1-c1ccccc1)c1cccc2ccccc12
38. CN1CCN(c2ccc(N)cc2Cl)CC1
39. CCCCCCCC(=O)NC(Oc1ccccc1[N+](=O)[O-])C(Cl)(Cl)Cl (centres undefined)
40. CCCOP(=O)(OCCC)C(NC(=O)c1ccccc1)=C(Cl)Cl
Assay by compound,31,32,33,34,35,36,37,38,39,40
L3MBTL1 inh,-11%,5%,-2%,50%[activator],nt,-4%,?,nt,nt,9%
HTT aggregate,nt,18%,nt,-8%,nt,-19%,?,-9%,-24%,20%
IMPase Li inh,1%,-1%[38.3 µM],-6%,31%[activator][38.3 µM],-2%,-4%,10%,28%,-4%[38.3 µM],-1%
Luc counter,1%[17.1 µM],1%,nt,1%,nt,-1%,3%,-1%,-6%,0%
Epigenetic derep,-0.3%[16.9 µM],2.2%,nt,17%,1.4%,5.6%,0.0%,2.1%,-6.0%,-1.0%
NPSR antag,nt,-4%[46.1 µM],nt,10µM*,nt,9%,?,8%,-2%[46.1 µM],10%
CBFb-RUNX1 inh,?,2%,7%[21.7 µM],11%,?,6%,?,-6%,5%,6%

41. COc1cc2[nH]c(=O)n(-c3cccc(Cl)c3)c(=O)c2cc1OC
42. CCN1CCN(c2cc(N3CCCC3)c(F)cc2[N+](=O)[O-])CC1
43. CC(C(=O)c1ccc2ccccc2c1)N1CCCCC1 (centres undefined)
44. CCOC(=O)C1CCN(/C=C2/C(=O)NC(=S)N(c3cccc(OC)c3)C2=O)CC1
45. N#CC(C#N)=Cc1ccc(O)c(O)c1
46. CC(=O)c1c(O)n(C2CCCCCC2)c(=O)[nH]c1=O
47. COC(=O)/C=C\C(=O)N[C@@H]1CC[C@@]2(O)[C@H]3Cc4ccc(O)c5c4[C@@]2(CCN3CC2CC2)[C@@H]1O5
48. CCCCOC(=O)c1ccccc1C(=O)OCc1ccccc1
Assay by compound,41,42,43,44,45,46,47,48
L3MBTL1 inh,-5%,-14%,-19%,5%,22µM*,nt,nt,115%[activator]
HTT aggregate,-17%,-16%,-12%,-4%,5%,17%,nt,nt
IMPase Li inh,-8%[38.3 µM],21%,-1%,1%,35%&14%&57%[activator],3%[38.3 µM],19%,26%
Luc counter,-2%,1%,3%,2%,-6%&3%,-1%,1%,nt
Epigenetic derep,-1.0%,-1.1%,-2.6%,-1.8%,?,-1.0%,0.0%,nt
NPSR antag,-3%[46.1 µM],0%,4%,7%,-7%[46.1 µM],-9%[46.1 µM],nt,nt
CBFb-RUNX1 inh,4%,2%,6%,13%,-25%,2%,5%[21.7 µM],-11%[21.7 µM]

# Structural class, the entries above with an aryl methoxy group (6)
5. COc1ccc(-n2c(Cc3cccc([N+](=O)[O-])c3)nc3ccccc3c2=O)cc1
22. COc1ccc(N2C(=O)NC(=O)/C(=C\c3ccc([N+](=O)[O-])s3)C2=O)cc1
27. COc1ccc(/C=C2\C(=N\O)C3CCN2CC3)cc1
31. COc1ccc2[nH]c3c(c2c1)CCN=C3C
41. COc1cc2[nH]c(=O)n(-c3cccc(Cl)c3)c(=O)c2cc1OC
44. CCOC(=O)C1CCN(/C=C2/C(=O)NC(=S)N(c3cccc(OC)c3)C2=O)CC1
Assay by compound,5,22,27,31,41,44
L3MBTL1 inh,-5%,22µM*,12%,-11%,-5%,5%
HTT aggregate,1%,-13%,12%,nt,-17%,-4%
IMPase Li inh,6%,8%,8%,1%,-8%[38.3 µM],1%
Luc counter,2%,-5%,1%,1%[17.1 µM],-2%,2%
Epigenetic derep,0.0%,?,-0.8%,-0.3%[16.9 µM],-1.0%,-1.8%
NPSR antag,-9%,-36%,6%[46.1 µM],nt,-3%[46.1 µM],7%
CBFb-RUNX1 inh,-16%,-23%,2%,?,4%,13%

# Screening results: PubChem BioAssay, National Center for Advancing Translational Sciences (NCATS)
